SKKanGAS inh: blocks kanamycin growth of S. pyogenes SKKanGAS strain. BacTiter-Glo, 6 h. inhibition, % at 7.5 µM. actives 1.3% (n = 300,000);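 active = mean replicate score, as percent of positive control median, at least 50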;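 note: strain carries kanamycin resistance gene driven by streptokinase promoter and grows in 40 µg/ml kanamycin; loss of luminescence reflects streptokinase promoter inhibition or plain growth inhibition; 0% = median of DMSO wells and 100% = positive control at its reference dose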
TRPC4 block: TRPC4 (mouse) channel inhibition | HEK293 TRPC4beta/mu-opioid, DAMGO-evoked Fluo4 calcium flux; active compounds read low | B-score at 10 µM | actives 0.39% (n = 300,000) | AID 2247;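 active = B-score over 3 SD under the library average, no early fluorescence shift, positive overall ratio signal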
Target sequence (Q9QUQ5 whole entry, looked up): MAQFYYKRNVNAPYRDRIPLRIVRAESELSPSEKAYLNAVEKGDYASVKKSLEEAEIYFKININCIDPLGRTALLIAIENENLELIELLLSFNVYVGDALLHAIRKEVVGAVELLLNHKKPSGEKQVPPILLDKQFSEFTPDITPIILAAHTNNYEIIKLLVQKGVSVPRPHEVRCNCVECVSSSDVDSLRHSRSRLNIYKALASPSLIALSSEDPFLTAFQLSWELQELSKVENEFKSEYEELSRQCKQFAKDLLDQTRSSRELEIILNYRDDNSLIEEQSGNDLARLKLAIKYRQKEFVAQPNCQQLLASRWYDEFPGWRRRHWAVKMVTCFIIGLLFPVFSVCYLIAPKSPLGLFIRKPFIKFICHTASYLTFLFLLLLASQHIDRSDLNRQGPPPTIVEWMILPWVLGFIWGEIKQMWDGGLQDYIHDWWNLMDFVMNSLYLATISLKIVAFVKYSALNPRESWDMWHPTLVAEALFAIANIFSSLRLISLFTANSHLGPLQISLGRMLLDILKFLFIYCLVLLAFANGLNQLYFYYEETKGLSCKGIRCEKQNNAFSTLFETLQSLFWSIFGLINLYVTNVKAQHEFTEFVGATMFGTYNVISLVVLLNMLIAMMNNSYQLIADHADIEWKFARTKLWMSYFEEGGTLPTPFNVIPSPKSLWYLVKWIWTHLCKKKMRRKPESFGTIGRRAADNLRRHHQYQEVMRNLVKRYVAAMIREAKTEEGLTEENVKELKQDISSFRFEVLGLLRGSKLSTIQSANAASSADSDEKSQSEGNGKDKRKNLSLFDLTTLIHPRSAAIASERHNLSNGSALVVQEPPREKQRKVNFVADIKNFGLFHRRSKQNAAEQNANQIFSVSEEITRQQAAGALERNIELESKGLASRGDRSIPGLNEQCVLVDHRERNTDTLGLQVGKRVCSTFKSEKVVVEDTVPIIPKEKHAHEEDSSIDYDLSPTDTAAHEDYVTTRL
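Material: HEK293 cells with stable TRPC4beta plus mu-opioid receptor expression / Probe or stimulus: DAMGO in two steps, submaximal then maximal / Compound: single concentration per test compound / Technique: kinetic Fluo4 fluorescence imaging of calcium influx / Read-out: per-well B score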
TRPC4 potent: allosterically enhances the mouse TRPC4 cation channel | Q9QUQ5 | HEK293 TRPC4beta/mu-opioid, DAMGO EC20, Fluo-4 Ca2+ flux; active compounds read high | B-score at 10 µM | actives 0.42% (n = 310,000) | AID 2227;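 active = B-score of calcium response area above 5 SD of library B-scores, with initial fluorescence ratio within 5 SD of library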;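 note: B-score of integrated fluorescence ratio over time as area under calcium response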
MrgX1 antagonist: antagonists of human MrgX1 receptor | Q96LB2 | MRGX1-HEK293 calcium flux, Fluo-4, BAM8-22 antagonism; active compounds read low | B-score at 10 µM | actives 1.3% (n = 310,000) | AID 588676;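 active = calcium-response B-score plate-corrected more than 3 library SD below zero, starting fluorescence within 5 deviations, no agonist response on first addition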;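 note: peak minus trough fluorescence over baseline after final BAM8-22 challenge near maximal dose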
TRPC4 agonist: TRPC4 (mouse) channel activation; HEK293 TRPC4beta/mu-opioid, Fluo4 calcium fluorescence; active compounds read high; AID 2237; actives 0.49% (n = 310,000); Q9QUQ5; B-score at 10 µM;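 active = B-score above 5 SD of library B-scores, and initial fluorescence ratio not above library mean plus 5 SD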;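 note: positive B-score marks a calcium rise read as TRPC4 activation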
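Incubation: 45 min room-temperature Fluo4 loading, 110 s read / System: HEK293 cells stably co-expressing mouse TRPC4beta and mu-opioid receptor / Signal: Fluo4 fluorescence, kinetic / Control set: buffer (low) and maximal DAMGO (high) / Measure: integrated baseline-normalised fluorescence ratio, converted to per-well B score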
ANO1 block: blocks the mouse calcium-activated chloride channel TMEM16A | Q8BHY3 | HEK293 TMEM16A/YFP iodide influx fluorescence, ionomycin | normalized B-score (activity score, 25-100; higher = stronger inhibition) at 10 µM | actives 1.2% (n = 310,000);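 active = ratio plate-corrected score three or more library SD toward inhibition, starting fluorescence score within five deviations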;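 note: score derived from kinetic fluorescence span divided by baseline fluorescence per well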
TMEM16A act: mouse TMEM16A channel activation, primary screen. Q8BHY3. actives 0.3% (n = 340,000). HEK293 TMEM16A/YFP-H148Q/I152L, iodide quench fluorescence; active compounds read low. B-score at 10 µM;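 active = fluorescence-ratio B-score plate-corrected deviation score at least 3 library SD below zero, with starting fluorescence score within 5 deviations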;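 note: channel opened by trigger with iodide after compound preincubation; score built on the fluorescence ratio of max minus min over baseline; more negative score means more quench and so TMEM16A activation or potentiation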
MrgX1 ag: agonists of human MrgX1 receptor; MrgX1-HEK293 cells, Fluo-4 calcium fluorescence, agonist mode; active compounds read high; B-score at 10 µM; actives 0.44% (n = 310,000); AID 588627;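 active = calcium response B-score plate-corrected fluorescence ratio at least 3 library SD, with starting fluorescence B-score inside 5 SD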
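Material: MrgX1-expressing HEK293 cells / Dosing: compound as first of three additions / Incubation: overnight seeding, then 1 h dark dye loading / Signal: Fluo-4 NW calcium fluorescence / Evaluation: B-scored fluorescence response ratio / Benchmarks: positive and negative control wells on each plate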
TRPC6 inh: inhibitors of mouse TRPC6 channel | HEK293-TRPC6, membrane potential dye, ACh-evoked depolarization; active compounds read low | actives 1.1% (n = 310,000) | Q61143 | B-score at 10 µM | AID 2553;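 active = B-score under library mean minus 3 SD, initial fluorescence not abnormally high, positive integrated signal ratio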;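 note: B-score derived from integrated fluorescence ratio over the kinetic read; more negative B-score means stronger inhibition of depolarization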
MrgX1 allo act: human MrgX1 positive allosteric modulation, primary screen | MrgX1-HEK293, Fluo-4 calcium flux, FDSS; active compounds read high | B-score at 10 µM | actives 0.63% (n = 310,000);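 active = plate-corrected calcium response at least 3 library SD above typical, normal starting fluorescence, not activating the receptor alone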;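 note: compound read alongside a low EC10 to EC30 dose of BAM8-22 agonist; peak minus trough fluorescence over baseline measured at the second addition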
TRPC6 act: mouse TRPC6 channel activation. B-score at 10 µM. AID 2550. HEK293-TRPC6 membrane potential dye fluorescence; active compounds read high. actives 0.13% (n = 310,000). Q61143;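 active = B-score of the integrated fluorescence ratio above library mean plus 3 SD, and starting fluorescence ratio within library mean plus 5 SD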;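 note: higher score means more depolarization so channel activation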
An asterisk follows results filed as active; i = inactive; x = no result given.

SMILES	SKKanGAS inh	TRPC4 block	TRPC4 potent	MrgX1 antagonist	TRPC4 agonist	ANO1 block	TMEM16A act	MrgX1 ag	TRPC6 inh	MrgX1 allo act	TRPC6 act
NNC(=O)C1CC1(c1ccccc1)c1ccccc1 (centres undefined)	1.9	i	i	i	i	i	i	i	i	i	i
C/C(=N\N1CCN(c2ccccc2)CC1)c1cccs1	1.6	i	i	i	i	i	i	i	i	i	i
CCc1nnc(NC(=O)CCC(=O)NC2CC2)s1	1.0	i	i	i	i	i	i	i	i	i	i
COc1ccccc1CNS(=O)(=O)c1cc2c3c(c1)CCN3C(=O)CC2	6.6	i	i	i	i	i	i	i	i	i	i
CCC(C)[C@H](NC(=O)N1CC(=O)Nc2ccccc21)C(=O)N[C@H](C(=O)O)c1ccccc1 (some centres undefined)	0.6	i	i	i	i	i	i	i	i	i	i
COc1ccc(CN(C(=O)c2snc(C(N)=O)c2N)C(C)C(=O)NCc2ccc(F)cc2)cc1 (centres undefined)	-0.7	i	i	i	i	i	i	i	i	i	i
O=C(C1CCN(Cc2ccccc2)CC1)N1CCN(C/C=C/c2ccccc2)CC1	-0.4	i	i	i	i	i	i	i	i	i	i
COc1ccc(C([O-])=Nc2ccc[n+](-c3nc4ccccc4nc3NS(=O)(=O)c3ccccc3)c2)cc1	14.1	i	i	i	i	i	x	i	i	i	i
COc1ccccc1C(=O)Nc1nnc(-c2ccc(F)cc2)s1	6.4	i	i	i	i	i	i	i	i	i	i
Cc1csc(SCC(=O)Nc2ccccc2[N+](=O)[O-])n1	3.4	i	i	i	i	i	i	i	i	i	i
N/C(=N\OC(=O)c1cccc2ccccc12)c1cccc([N+](=O)[O-])c1	-15.5	i	i	i	i	i	i	i	i	i	i
COc1ccc(-c2[nH]c(-c3cccc(OC)c3)nc2SCC(=O)NCc2ccco2)cc1	x	x	x	i	x	i	i	i	x	i	x
COCCCNC(=O)c1c(N)n(-c2ccccc2)c2nc3ccccc3nc12	15.5	i	i	i	i	i	i	i	i	i	i
COc1ccc(NC(=O)CC2C(=O)N(C)C(=S)N2CCc2ccccc2F)cc1 (centres undefined)	4.3	i	i	i	i	i	i	i	i	i	i
O=C(NC(=S)Nc1ccc(CN2CCCCC2)cc1)c1cccc(OCc2ccccc2)c1	9.2	i	i	i	i	i	i	i	i	i	i
CSCCC(NS(=O)(=O)c1ccc(Cl)cc1)C(=O)O (centres undefined)	-0.7	i	i	i	i	i	i	i	i	10.9*	i
Cc1cccc(N=C2Sc3nc4c(C)c(C)ccc4cc3CN2CCN2CCOCC2)c1	13.5	i	i	i	i	i	i	i	i	i	i
CCN1c2cccc3cccc(c23)S1(=O)=O	-4.0	i	i	i	i	i	i	i	i	i	i
Clc1ccc(N=c2ssnc2Cl)nc1	25.4	i	i	i	i	i	i	i	i	i	i
COc1ccc(NC(=O)CS(=O)CC(=O)NCc2cccc(C(F)(F)F)c2)cc1 (centres undefined)	-10.8	i	i	i	i	i	i	i	i	i	i
Cc1cccc(-c2nsc(SCC(=O)Nc3cc(C)on3)n2)c1	-6.1	i	i	i	i	i	i	i	i	i	i
COc1ccc(OC)c(/C=C/C(=O)OCC(=O)c2c(N)n(C)c(=O)n(C)c2=O)c1	-3.9	i	i	i	i	i	i	i	i	i	i
Cc1nn(-c2ccccc2)c(N2CCCC2)c1/C=N/NC(=O)C1CC1	-2.6	i	i	i	i	i	i	i	i	i	i
O=C(Nc1cccc(NC(=O)c2sc3ccccc3c2Cl)c1)c1ccco1	18.3	i	i	i	i	i	i	i	i	i	i
Cn1c(=O)[nH]c(=O)c2c1nc(NCCCn1ccnc1)n2Cc1cccc(Br)c1	9.2	i	i	i	i	i	i	i	i	i	i

Next entries
SMILES	SKKanGAS inh	TRPC4 block	TRPC4 potent	MrgX1 antagonist	TRPC4 agonist	ANO1 block	TMEM16A act	MrgX1 ag	TRPC6 inh	MrgX1 allo act	TRPC6 act
NC(=O)c1ccccc1OCCOCCOCCOc1ccccc1C(N)=O	-4.5	i	i	i	i	i	i	i	i	i	i
O=C(Cc1ccc(Br)cc1)NCCc1ccc(F)cc1	-2.2	i	i	i	i	i	i	i	i	i	i
O=C(c1cc2cc(Cl)ccc2oc1=O)N1CCOCC1	-5.0	i	i	i	i	i	i	i	i	i	i
CC(O)[C@@]1(O)CC[C@H]2[C@@H]3CC[C@H]4C[C@@H](O)CC[C@]4(C)C3=CC[C@@]21C (some centres undefined)	6.4	i	i	i	i	i	i	i	i	i	i
O=C(CSc1nccn1-c1cccc(Cl)c1)NC1CCCC1	-0.7	i	i	i	i	i	i	i	i	i	i
Clc1cccc(Cl)c1CSc1nnc(-c2ccncc2)s1	-8.3	i	i	i	i	i	i	i	i	i	i
Cc1ccc(NC(=O)Nc2ccc3c(c2)nc(C)n3C)cc1	-2.9	i	i	i	i	i	i	i	i	i	i
O=C(CSCc1c(F)cccc1Cl)NCc1ccco1	0.7	i	i	i	i	i	i	i	i	i	i
CN(Cc1ccccc1)S(=O)(=O)c1ccc2c(c1)CCC(=O)N2	3.5	i	i	i	i	i	i	i	i	i	i
N=C1/C(=C\c2ccc(Br)o2)C(=O)N=C2SC(CC(=O)N3CCCCC3)=NN12	7.3	i	i	i	i	i	i	i	i	i	i
CCOC(=O)c1sc(NC(=O)CSc2nc(-c3ccco3)cc(C(F)(F)F)n2)c(C#N)c1C	-11.3	i	i	i	i	i	i	i	i	i	i
CCOc1ccc(-n2c(=O)c3c4c(sc3n(CC(=O)NCC3CCCO3)c2=O)CCCC4)cc1 (centres undefined)	8.1	i	i	i	i	i	i	i	i	i	i
O=C(Oc1cc(-c2ccccc2)no1)c1cccc(C(F)(F)F)c1	0.3	i	i	i	i	i	i	i	i	i	i
CC(C)(C)n1nc2c(c1NC(=O)c1cc(Cl)ccc1[N+](=O)[O-])CS(=O)(=O)C2	2.1	i	i	i	i	i	i	i	i	i	i
CCC(=O)N1CCc2cc(OC)c(OC)cc2C1COc1ccc(F)cc1 (centres undefined)	-2.0	i	i	i	i	i	i	i	i	i	i
CCOC(=O)c1c(-c2ccc(C)cc2)csc1/N=C/N(C)C	0.4	i	i	i	i	i	i	i	i	i	i
COc1ccc2cc(C3CC(c4ccco4)=NN3S(C)(=O)=O)c(Cl)nc2c1 (centres undefined)	3.1	i	i	i	i	i	i	i	i	i	i
O=C(CCc1c[nH]c2ccccc12)OCc1ccc(Br)cc1	22.1	i	i	i	i	i	i	i	i	i	i
Cc1ccc(C(=O)Nc2ccccc2NC(=O)c2ccc(C)o2)o1	7.4	i	i	i	i	i	i	i	i	i	i
CN(C)S(=O)(=O)c1ccc(C(=O)NCC(c2cccs2)N2CCOCC2)cc1 (centres undefined)	12.1	i	i	i	i	i	i	i	i	i	i
CN(CC(=O)Nc1ccc(Cl)c(C(F)(F)F)c1)C(=O)c1ccc(OCC2CCCO2)cc1 (centres undefined)	1.9	i	i	i	i	i	i	i	i	i	i
CCOC(=O)c1cnn(-c2cc(C)cc(C)c2)c1N	-4.7	i	i	i	i	i	i	i	i	i	i
CS(=O)(=O)N(CC(=O)NCCSC1CCCCC1)c1ccc2c(c1)OCO2	-16.2	i	i	i	i	i	i	i	i	i	i
CC(C)NC(=S)N1CCN(C(c2ccccc2)c2ccccc2)CC1	2.6	i	i	i	i	i	i	i	i	i	i
CC(C)(C)N(Cc1ccccc1)C(=O)COC(=O)Cn1cnc2ccccc2c1=O	-5.6	i	i	i	i	i	i	i	i	i	i

Continued.
SMILES	SKKanGAS inh	TRPC4 block	TRPC4 potent	MrgX1 antagonist	TRPC4 agonist	ANO1 block	TMEM16A act	MrgX1 ag	TRPC6 inh	MrgX1 allo act	TRPC6 act
COC(=O)c1ccc(/C=C2/SC(=S)N(CCCC(=O)Nc3ccccn3)C2=O)cc1	2.5	i	i	i	i	i	i	i	i	i	i
CCSc1nc(N2CCCCC2)c2c(c1C#N)CCCC2	48.4	i	i	i	i	i	i	i	i	i	i
O=C(Cn1nc(-c2ccccc2)c2ccccc2c1=O)NN1CCOCC1	-5.5	i	i	i	i	i	i	i	i	i	i
Cc1ccc(C(=O)OCC(=O)N2CC(C)OC(C)C2)cc1 (centres undefined)	-3.5	i	i	i	i	i	i	i	i	i	i
Nn1c(SCC(=O)NC2CCCCC2)nnc1-c1ccccc1	0.4	i	i	i	i	i	i	i	i	i	i
Cc1ccc(C(=O)O)cc1NC(=O)c1cccs1	-0.3	i	i	i	i	i	i	i	i	i	i
CCc1cc2c3c([nH]c2cc1S(=O)(=O)NCCCOC)CC(C)(C)CC3=O	0.6	i	i	i	i	i	i	i	i	i	i
COc1cccc(NC(=O)c2csc3c2CCCC3)c1	-1.9	i	i	i	i	i	i	i	i	i	i
O=C(Nc1ccc(N2CCCC2)cc1)c1cccc(F)c1	5.4	i	i	i	i	i	i	i	i	i	i
Cc1nc2cc(NC(=O)CCS(=O)(=O)c3ccccc3)ccc2s1	-3.8	i	i	i	i	i	i	i	i	i	i
CN(CC(=O)NC(=O)NCc1ccccc1)Cc1ccc(Cl)cc1	-2.2	i	i	i	i	i	i	i	i	i	i
Cc1ccc(-n2c(C)nc3oc4ccccc4c(=O)c3c2=O)cc1	5.1	i	i	i	i	i	i	i	i	i	i
Cn1cc(Br)c(C(=O)Nc2c(F)c(F)c(F)c(F)c2F)n1	-2.7	i	i	i	i	i	i	i	i	i	i
CCn1cc(CN2CCC(Oc3ccc(C(=O)N4CCCCC4)cc3)CC2)cn1	9.4	i	i	i	i	i	i	i	i	i	i
C(CNC1C2CC3CC(C2)CC1C3)CN1CCOCC1 (centres undefined)	-0.9	i	i	i	i	i	i	i	i	i	i
O=S(=O)(c1cccc2nsnc12)N1CCN(c2ccccc2F)CC1	-20.0	i	i	i	i	i	i	i	i	i	i
Cc1cc2nnc(SCC(=O)NCc3cccs3)n2c(N)n1	-0.6	i	i	i	i	i	i	i	i	i	i
O=C(NCC1CCCO1)c1ccc2c(c1)N(Cc1ccccc1)CCS2 (centres undefined)	0.1	i	i	i	i	i	i	i	i	i	i
CCC(=O)Nc1sc2c(c1C(N)=O)CCC2	-12.9	i	i	i	i	i	i	i	i	i	i
COc1ccc(OC)c(NC(=O)CSc2ccc(-c3ccco3)nn2)c1	0.2	i	i	i	i	i	i	i	i	i	i
Cc1cc(C(F)(F)F)nn1CC(=O)NNC(=S)NCC(C)C	-3.0	x	i	i	i	i	i	i	i	i	i
